High-throughput results (PubChem)
VP16 counter = VP16 counterscreen qHTS for inhibitors of ROR gamma transcriptional activity | Drosophila S2 Gal4-VP16 UAS-luciferase, luminescence, 20 h | Potency, µM (doses to about 53.6 µM), for the others: top-dose activity, negative = inhibition, actives largely listed as inhibitors | 310,000 compounds, 3.5% hits;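 further: Gal4-VP16 expression switched on by copper sulfate through the metallothionein promoter; potency means the concentration at half of the fitted maximal effect; on the % scale 0 is the no-effect control and ±100 the full control effect; nearly all actives have a fitted effect of over 50% in size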
Tb PFK inh = qHTS Assay to Find Inhibitors of T. brucei phosphofructokinase; 330,000 compounds, 0.17% hits; T. brucei PFK, ADP-Glo luminescence; Potency, µM (top dose mostly 57.5 µM), inactives show at the highest dose activity, negative = inhibition, most hits filed as inhibitors;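 further: potency means the concentration at half of the fitted maximal effect; 0% = uninhibited 1x PFK enzyme wells and -100% = no-enzyme wells; nearly all actives have a fitted effect of over 60% in size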
Target sequence (O15648 whole entry, looked up): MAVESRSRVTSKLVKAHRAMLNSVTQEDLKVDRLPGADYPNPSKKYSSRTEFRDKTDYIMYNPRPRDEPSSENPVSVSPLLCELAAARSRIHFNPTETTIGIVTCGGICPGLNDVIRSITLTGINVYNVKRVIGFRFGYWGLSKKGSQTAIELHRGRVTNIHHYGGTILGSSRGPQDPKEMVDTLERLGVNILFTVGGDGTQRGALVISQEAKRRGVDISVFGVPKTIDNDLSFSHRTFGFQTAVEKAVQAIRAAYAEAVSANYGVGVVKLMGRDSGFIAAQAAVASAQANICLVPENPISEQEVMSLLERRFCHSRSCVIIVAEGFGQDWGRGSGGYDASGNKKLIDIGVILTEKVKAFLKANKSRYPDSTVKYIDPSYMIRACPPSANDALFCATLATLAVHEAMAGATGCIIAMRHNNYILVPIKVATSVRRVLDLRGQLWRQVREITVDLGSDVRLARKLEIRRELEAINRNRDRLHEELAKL
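Compounds were pin-transferred as a titration series up to 57 uM into substrate buffer (0.5 mM F6P, 0.1 mM ATP, pH 8.0), then 1.25 nM PFK was added and reactions ran 45 min before ADP-Glo detection.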
FLuc counter = qHTS profiling assay for firefly luciferase inhibitor/activator using purifed enzyme and Km concentrations of substrates (counterscreen for miR-21 project) | 360,000 compounds, 6.9% hits | Potency, µM (highest dose often 57.5 µM), without a hit: top-dose activity change, negative = inhibition, actives largely listed as inhibitors | Luciferin 4-monooxygenase (Photinus pyralis), P08659 | AID 588342, 2011 | purified FLuc, Km substrates, luminescence inhibition;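 further: potency means the concentration at half of the fitted maximal effect; plate controls were vehicle for no effect and reference inhibitor for full effect; nearly all actives have a fitted effect of over 55% in size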
Target sequence (P08659 whole entry, looked up): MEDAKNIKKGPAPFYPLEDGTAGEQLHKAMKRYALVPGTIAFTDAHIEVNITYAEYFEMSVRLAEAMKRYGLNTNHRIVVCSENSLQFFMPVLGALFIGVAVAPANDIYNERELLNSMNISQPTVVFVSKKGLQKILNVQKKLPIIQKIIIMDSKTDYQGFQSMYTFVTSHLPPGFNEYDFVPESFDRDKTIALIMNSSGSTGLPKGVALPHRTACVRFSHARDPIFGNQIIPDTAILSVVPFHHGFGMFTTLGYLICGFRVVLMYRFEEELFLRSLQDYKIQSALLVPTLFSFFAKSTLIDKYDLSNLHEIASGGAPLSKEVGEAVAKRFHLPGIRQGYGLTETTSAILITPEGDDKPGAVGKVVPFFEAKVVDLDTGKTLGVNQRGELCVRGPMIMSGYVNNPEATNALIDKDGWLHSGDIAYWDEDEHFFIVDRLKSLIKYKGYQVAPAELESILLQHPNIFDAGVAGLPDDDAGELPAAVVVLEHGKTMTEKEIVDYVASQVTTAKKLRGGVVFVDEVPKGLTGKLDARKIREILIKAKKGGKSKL
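Purified P. pyralis luciferase (10nM final) with 10uM D-luciferin and 10uM ATP (Km levels) in 50mM Tris acetate pH 7.5, 10mM Mg acetate, 0.01% Tween-20, 0.05% BSA; qHTS 6-point titration, ~60 µM downward; luminescence read.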
TRPV1 agonist = HTS Assay for Compounds that Act as Agonists of the Vanilloid Receptor 1 | activation, % at 8.33 µM | 320,000 compounds, 0.19% hits | Transient receptor potential cation channel subfamily V member 1 (Homo sapiens), Q8NER1 | TRPV1-expressing cells, Fluo-8 calcium influx, agonist mode | AID 540275, 2011; in the data active means activation above about 80%; inconclusive means between about 30% and that limit; further: 0% is about no effect
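Fluo-8 calcium influx in TRPV1-expressing cells, kinetic read (ex 480/em 520 nm). Compound added and read 3 min for agonist activity, followed by capsaicin at EC20 final and 2 min further read for enhancement.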
ELG1 genotoxic = qHTS screen for small molecules that induce genotoxicity in human embryonic kidney (HEK293T) cells expressing luciferase-tagged ELG1; HEK293T ELG1-luciferase reporter, luminescence, 16 h; Potency, µM (highest dose often 46 µM), without a hit: at the top dose activity change, positive = activation, hits mostly activators; 330,000 compounds, 1.3% hits; further: potency means the concentration at half of the fitted maximal effect; % of control where 0% means no effect; nearly all actives have a fitted effect of over 60% in size
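Luminescence read-out: rising ELG1-luciferase signal, reflecting elevated ELG1 protein under genetic stress, flags genotoxic compounds. Cells were treated for 16 hr at 37 °C before ONE-Glo detection.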
p53 reactivation = qHTS assay for re-activators of p53 using a Luc reporter | H1299 p53-A138V BP100-luciferase reporter, luminescence, 24 h | Potency, µM (highest dose often 92.2 µM), for inactives: at the top dose activity change, positive = activation, most hits filed as activators | 320,000 compounds, 0.063% hits | AID 504706, 2011; further: potency means the concentration at half of the fitted maximal effect; % of control where 0% means no effect; nearly all actives have a fitted effect of over 45% in size
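p53-null H1299 cells stably carrying temperature-sensitive p53-A138V and a BP100-luciferase reporter were pinned with compounds (4-point, 1:5 series) and held 24 hrs at 37 deg C. Luminescence was read 10 min after detection reagent.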
ELG1 DNA repair = qHTS screen for small molecules that inhibit ELG1-dependent DNA repair in human embryonic kidney (HEK293T) cells expressing luciferase-tagged ELG1. HEK293T ELG1-luciferase reporter, luminescence, 16 h; DNA damage induced by 5-fluorouridine. Potency, µM (highest dose often 46.1 µM), inactives show top-dose activity change, negative = inhibition, most hits filed as inhibitors. 330,000 compounds, 2.3% hits; further: potency means the concentration at half of the fitted maximal effect; on the % scale 0 is the no-effect control and ±100 the full control effect; nearly all actives have a fitted effect of over 55% in size
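DMSO vehicle served as the neutral condition. Each well held 2,000 cells given 5-fluorouridine plus compound; after 16 hr at 37 °C/5% CO2, ONE-Glo was added and luciferase measured 30 min later.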
Rab9 prom act = qHTS Assay for Rab9 Promoter Activators | Huh7 Rab9 promoter-luciferase reporter, luminescence, 24 h | Potency, µM (highest dose often 9.22 µM), inactives show at the highest dose activation, negative = inhibition, usual class: activators | 320,000 compounds, 2.8% hits | AID 485297, 2010; further: potency means the concentration at half of the fitted maximal effect; % of control where 0% means no effect; nearly all actives have a fitted effect of over 60% in size
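Huh7 cells stably carrying a Rab9 promoter-luciferase reporter, 1500 cells per well in OP-MEM I with 10% FBS, treated with compound 24 hours at 37C. Luciferase activity read by luminescence after 10 minutes with Amplite reagent.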
RORg inh = qHTS for inhibitors of ROR gamma transcriptional activity | Nuclear receptor ROR-gamma (Mus musculus), P51450 | Drosophila S2 Gal4-RORgamma UAS-luciferase reporter, 20 h | Potency, µM (titrated, usually from 53.6 µM), without a hit: top-dose activity change, negative = inhibition, most hits filed as inhibitors | 310,000 compounds, 5.4% hits; further: potency means the concentration at half of the fitted maximal effect; on the % scale 0 is the no-effect control and ±100 the full control effect; nearly all actives have a fitted effect of over 60% in size
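Schneider cells (Drosophila), stable Gal4 DBD–ROR gamma + UAS-luc; 1 hr cmpd preincubation; Cu2+ induction 700 uM final; 20 hr ambient; luminescence.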
NPC1 promoter act = qHTS Assay for NPC1 Promoter Activators. 320,000 compounds, 2.4% hits. Potency, µM (doses to about 9.22 µM), for inactives: top-dose activation, usual class: activators. Huh7 NPC1 promoter luciferase reporter, 24 h;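 further: potency means the concentration at half of the fitted maximal effect; % of control where 0% means no effect; nearly all actives have a fitted effect of over 60% in size; reporter is driven by a mutant NPC1 promoter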
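Luminescence read-out of NPC1 promoter-driven luciferase in stably transfected Huh7 cells; compounds delivered in DMSO and left 24 h at 37C, 5% CO2, qHTS titration format.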
BRCA1 expr up = qHTS Assay to Identify Small Molecule Activators of BRCA1 Expression; Potency, µM (series often up to 46.1 µM), for inactives: at the top dose activation, hits mostly activators; MCF7-BRCA1-FFLuc reporter, luminescence, 48 h; response scale: scaled: vehicle 0%, 10 µM genistein 100%; 380,000 compounds, 1.1% hits; further: potency means the concentration at half of the fitted maximal effect; nearly all actives have a fitted effect of over 80% in size; some results filed as inactive show a strong effect at the top dose
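Luminescence from a BRCA1-driven firefly luciferase in MCF7 cells was read after 48 h compound exposure at 37 C. Data normalized against DMSO and a 10microM genistein activation control, then curve-fitted across the titration.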
Starred values were filed as active, the others as inactive; ? = inconclusive; . = no result given; [ ] = another dose, or the depositor's remark. Unless noted, the call rests on the fitted dose curve; in most records, active means well fitted curve in the direction sought with a large enough effect; inconclusive means small, poorly fitted or top-dose-only effect, or another doubt; inactive means no such curve, though single readings can be large; an effect the other way counts as inactive or inconclusive.

Every second line gives: VP16 counter	Tb PFK inh	FLuc counter	TRPV1 agonist	ELG1 genotoxic	p53 reactivation	ELG1 DNA repair	Rab9 prom act	RORg inh	NPC1 promoter act	BRCA1 expr up
C=CCOC(=O)C1=C(C)Nc2[nH]c(=O)[nH]c(=O)c2C1c1cccc(OC)c1 (stereo not given)
    -3%	-1%	-12%	2	3%	2%	22%	1%	3%	-5%	.
COc1cc(C2C(C#N)=C(N)OC3=C2C(=O)CCC3)cc(OC)c1OC(=O)N1CCOCC1 (stereo not given)
    -7%	7%	6%	-13	1%	-11%	-4%	15%	11%	-8%	-21%
C#CCOCCOCCOCCNc1nc(N2CCN(C(=O)[C@H](CCC(=O)O)n3cc(C(N)[C@H](C)CC)nn3)CC2)nc(N2CCN(C(=O)[C@H](Cc3cc4ccccc4[nH]3)n3cc(C(N)[C@H](C)CC)nn3)CC2)n1 (stereo not given in full)
    -5%	-1%	0%	-3	0%	1%	3%	-1%	-21%	-4%	.
O=C(NC1CCCC1)c1ccc(S(=O)(=O)N2CCCC2)cc1
    0%	1%	-2%	3	-3%	-4%	12%	-3%	25%	1%	1%
COc1ccc(C2(CNC(=O)c3ccco3)CCOCC2)cc1
    -4%	-2%	-2%	-2	2%	3%	0%	10%	10%	-1%	-2%
CC(C)N(c1ccccc1)c1ncnc(NCCC(=O)O)c1[N+](=O)[O-]
    -9%	-10%	3%	2	-1%	5%	4%	3%	-9%	5%	4%
O=C(O)CCc1ccc(-c2cccs2)n1CC1CCCO1 (stereo not given)
    7%	19%	3%	-2	6%	7%	-14%	-1%	-45%	0%	49%
CC1=C(C(=O)OCC2CCCO2)C(c2cccc(C(F)(F)F)c2)C2=C(CC(c3ccco3)CC2=O)N1 (stereo not given)
    -1%	1%	0%	12	-18%	-5%	?	-2%	?	-4%	-2%[1.84 µM]
CC(C)c1nc(SCC(=O)Nc2ccc3c(c2)OCO3)n[nH]1
    0%	5%	7%	0	-3%	-4%	1%	0%	1%	-1%	2%
Cc1cccc(C)c1NC(=O)c1cc(S(=O)(=O)N2CCOCC2)cn1C
    0%	1%	-1%	0	2%	.	-9%	-6%	-23%	-1%	-11%
CCOC(=O)N1CCN(S(=O)(=O)c2ccc3c(c2)CCN3C(=O)CC)CC1
    -8%	-2%	7%	1	1%	-1%	-16%	-4%	0%	-3%	-15%
CCOc1ccc(C(=O)NC(=S)Nc2ccc(NC(=O)C(C)C)cc2)cc1[N+](=O)[O-]
    3%	0%	5%	-1	-1%	4%	0%	-1%	?	-4%	-1%
COc1cccc(NC(=O)C2CCCN2C(=O)NC2CCCCC2)c1 (stereo not given)
    -17%	1%	0%	1	5%	1%	9%	0%	-3%	1%	0%
O=C(COC(=O)c1cccnc1Cl)NC(=O)c1ccc(OC(F)F)cc1
    .	-9%	.	.	-1%	0%	0%	.	.	.	11%
COC(=O)C/C=C/[C@@H](C)[C@@H](/C=N/OC[C@@H](C)[C@H](OCc1ccccc1)C(C)C)NS(=O)(=O)c1ccc(C)cc1
    -10%	-4%	1%	?	-2%	8%	?	1%	19%	-3%	.
CCC(C)(C)n1nnnc1C(c1cccnc1)N1CCCC(C)C1 (stereo not given)
    -9%	4%	0%	5	-2%	-4%	13%	-3%	-3%	1%	-9%
C=CCN1C(=O)c2ccc(C(=O)N3CCN(S(=O)(=O)c4ccc(C(C)C)cc4)CC3)cc2C1=O
    .	8%	-1%	-2	0%	-6%	-1%	-5%	.	-5%	-2%
c1ccc(CNc2nc(-c3ccccc3)nc3ccccc23)cc1
    -6%	3%	-2%	-2	3%	?	-9%	2%	17%	-2%	2%
CN(c1ccc(O)cc1)c1nc(-c2cccs2)cs1
    -18%	2%	-1%	17	-3%	-5%	?	-4%	22%	-4%	?
O=C(COc1ccc(Br)cc1)Nc1ccc(CN2CCOCC2)cc1
    -17%	-19%	1%	?	-3%	1%	-5%	3%	39%	-3%	-5%
COC(=O)c1oc2ccc(Cl)cc2c1-n1cccc1
    -1%	1%	-1%	0	-1%	7%	12%	-8%	18%	-1%	-2%
Cc1nccnc1Sc1ccccc1
    0%	-21%	-3%	11	4%	4%	?	-4%	11%	3%	0%
CC(C)N(CC#CC(O)(c1ccccc1)c1ccccc1)CCO
    -5%	0%	0%	-2	-2%	-5%	-1%	-4%	5%	-2%	-1%
O=C(Nc1ccccc1N1CCOCC1)c1ccccc1NS(=O)(=O)c1ccc(F)c(F)c1
    -21%	-2%	1%	1	-18%	1%	21µM*	-3%	22%	-4%	-65%
C=CCn1c(=O)c(C(=O)Nc2ccc(C)cn2)c(O)c2ccccc21
    4%	-3%	-2%	-1	0%	25%	?	6%	3%	-4%	-20%
CC1CCN(CCCNC(=O)c2cc3c(Cl)nc4ccccc4c3s2)CC1
    0%	3%	-5%	1	4%	3%	?	-12%	-26%	-6%	27%
O=C(CSc1ccccn1)Nc1ccc(Cl)cn1
    -5%	0%	-20%	24	12%	4%	14%	26%	23%	1%	36%
Cc1nc(NC(=S)NC(=O)COc2ccc(Cl)cc2)ccc1Br
    -6%	2%	4%	4	1%	-2%	18%	-5%	-35%	1%	-3%
COc1ccccc1-n1c(SCC(=O)OC(C)C)nc2cccnc21
    2%	-3%	-2%	7	-1%	-5%	-17%	-5%	-5%	0%	5%
C/C=C/c1ccc(OCCCCOc2ccc(OC)cc2)c(OC)c1
    -6%	6%	0%	-1	-4%	5%	13%	0%	7%	-3%	-27%
c1ccn(-c2ccc(N3CCOCC3)cc2)c1
    -6%	0%	?	-10	16%	?	?	?	-17%	?	?
O=C(NCCSCc1ccco1)Nc1cccc(Cl)c1
    ?	-4%	17µM*	29	10%	-1%	?	?	?	?	?
O=S(=O)(c1cccc2cccnc12)N1CCN(Cc2ccccc2)CC1
    -6%	-4%	-2%	1	-4%	-4%	10%	-8%	3%	-6%	2%
CC(=O)c1c(C)[nH]c(C(=O)Nc2cccc(S(=O)(=O)N3CCCCC3)c2)c1C
    .	0%	4%	6	?	-6%	?	-4%	.	-15%	-81%
Nc1cc(OCC(F)(F)F)cc(OCC(F)(F)F)c1
    5%	0%	-2%	11	-2%	0%	9%	-1%	30%	-3%	1%
O=C(COC(=O)c1c(Cl)ccc(Cl)c1Cl)NCC1CCCO1 (stereo not given)
    .	1%	.	.	-1%	-7%	?	.	.	.	-6%
O=C(OC(C(=O)NCc1ccc(F)cc1)c1ccccc1)c1ccco1 (stereo not given)
    -7%	-9%	0%	3	2%	-2%	18%	11%	-11%	0%	11%
Cc1ccccc1N1C(=S)NC2c3ccccc3OC1(C)C2C(=O)N(C)C (stereo not given)
    -7%[10 µM]	-7%	-2%	-1	5%	-2%	3%	-4%	-22%	-10%	-4%
C/C=C(/C)C(=O)Nc1cccc(C2=NOC3(C2)C[C@@H](C(N)=O)N(C(=O)CC(c2ccccc2)c2ccccc2)C3)c1 (stereo not given in full)
    -2%	-2%	-2%	3	-4%	-1%	-26%	-8%	13%	-5%	-15%
COc1cc(C2NC(=S)NC(C)=C2C(=O)Nc2cc(C)cc(C)c2)ccc1O (stereo not given)
    -2%	2%	-2%	-3	1%	-3%	2%	-3%	0%	2%	-4%
NC(=O)NC(=O)COC(=O)c1ccc(OC(F)F)cc1
    -12%	-4%	0%	-3	1%	-9%	5%	-4%	3%	0%	-6%
O=C(Cc1ccccc1Cl)Nc1cccc(S(=O)(=O)N2CCOCC2)c1
    -8%	?	0%	20	-1%	-2%	-1%	0%	42%	2%	-21%
Cc1ccc(CNC(=O)C2CC(=O)N(C3CCCCCC3)C2)cc1 (stereo not given)
    -1%[10 µM]	-3%	?	13	-4%	2%	-3%	0%	0%	6%	-1%
CCc1nc(NC(C)C)c2oc3ccccc3c2n1
    -1%	-4%	-3%	?	-12%	5%	-3%	5%	13µM*	-1%	-6%
